# From PubChem
# MEKK2wt PB1 HTS: modulators of MEK5 binding to wildtype MEKK2, primary screen, biochemical, multiplex bead flow cytometry, Alexa488-MEK5; Mitogen-activated protein kinase kinase kinase 2 (Homo sapiens), Q9Y2U5; actives 1.1% (n = 290,000); AID 1531, 2009; Alexa488-MEK5 binding to MEKK2 WT; actives lie on both sides; binding response (% of control), % at 10 µM; in the data active = binding response below about 67% or above about 130%
# MEKK3 PB1 HTS: modulators of MEKK3-MEK5 PB1 binding, primary screen, biochemical, wildtype MEKK3, multiplex bead flow cytometry, Alexa488-MEK5; actives 1.4% (n = 290,000); binding response (% of control), % at 10 µM; bead-based flow cytometry, Alexa488-MEK5 binding to MEKK3; actives lie on both sides; 0 = blocked by unlabeled MEK5, 100 = vehicle; Mitogen-activated protein kinase kinase kinase 3 (Homo sapiens), Q99759;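 active = binding response more than 3 SD above or below the average of its plate-row segment, actives on both sides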;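 also: Alexa488 bead fluorescence after subtracting the streptavidin-only scavenger bead signal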
# Target sequence (Q99759 whole entry, looked up): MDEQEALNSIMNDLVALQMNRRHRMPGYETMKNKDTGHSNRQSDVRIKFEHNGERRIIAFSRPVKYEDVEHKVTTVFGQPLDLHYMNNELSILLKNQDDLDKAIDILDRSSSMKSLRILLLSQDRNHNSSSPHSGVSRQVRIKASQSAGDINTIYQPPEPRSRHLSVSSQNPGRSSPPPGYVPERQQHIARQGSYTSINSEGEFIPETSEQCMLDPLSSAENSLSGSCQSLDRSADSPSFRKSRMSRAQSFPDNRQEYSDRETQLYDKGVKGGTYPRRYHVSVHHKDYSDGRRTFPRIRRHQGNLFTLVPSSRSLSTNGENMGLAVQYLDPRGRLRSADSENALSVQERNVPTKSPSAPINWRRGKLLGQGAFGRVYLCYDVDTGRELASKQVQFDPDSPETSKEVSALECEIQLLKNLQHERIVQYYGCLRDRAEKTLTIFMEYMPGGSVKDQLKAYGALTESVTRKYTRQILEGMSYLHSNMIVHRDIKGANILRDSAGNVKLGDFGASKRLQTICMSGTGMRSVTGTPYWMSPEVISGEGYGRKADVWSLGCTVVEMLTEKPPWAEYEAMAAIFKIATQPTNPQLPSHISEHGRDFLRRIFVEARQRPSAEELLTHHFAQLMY
# GalR3 antagonist: GalR3 antagonists in HEK293 cells, primary screen, cell-based, fluorescence readout | HEK293 GalR3-CNG cAMP membrane potential fluorescence; galR3 body fused to GalR1 C-terminus | inhibition, % at 3 µM | actives 0.44% (n = 360,000) | AID 651719, 2012;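 active = inhibition above the screen-wide average plus 3 SD, cut at about 13% in these data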;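 also: forskolin and galanin both at EC90 stimulate the cells; cAMP rise reported by CNG channel membrane potential dye signal; 0% = forskolin plus galanin with DMSO and 100% = forskolin alone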
# NALP1 yeast inh: NALP1 inflammasome inhibitors in reconstituted yeast, colorimetric, S. cerevisiae, triplicate retest; S. cerevisiae NALP1/ASC/caspase-1 growth, X-gal OD620, 72 h; inhibition, % at 10 µM; actives 0.61% (n = 280,000); in the data active = inhibition mostly above about 24%, no sharp cut-off; inactive = mostly below about 32%; also: some compounds called inactive have numbers as strong as hits
# GPR7 antagonist: GPR7 receptor antagonists, primary screen, cell-based, fluorescence, single concentration. Neuropeptides B/W receptor type 1 (Homo sapiens), P48145. GPR7-expressing cells, fluorescence antagonist assay. inhibition, % at 4.4 µM. actives 1.1% (n = 290,000); in the data active = inhibition above about 16%, passing the limit was not always enough;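 also: cells stimulated with the agonist NPW; 0% = agonist with vehicle and 100% = vehicle without agonist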
# MEKK2mut PB1 HTS: MEK5 binding signal on mutant MEKK2 PB1, primary screen, biochemical, multiplex bead flow cytometry, Alexa488-MEK5 | Alexa488-MEK5 binding to MEKK2 mutant | percent response, % at 10 µM | actives 0.35% (n = 290,000); in the data active = percent response above about 24%, passing the limit was not always enough; also: inactives centre near 1; some results filed as inactive read as strong as hits; reference of the scale not given here
# PHOSPHO1 inh: PubChem AID 1565. Phosphoethanolamine/phosphocholine phosphatase (Homo sapiens), Q8TCT1. recombinant PHOSPHO1, absorbance phosphatase assay. inhibition, % at 13.3 µM. actives 1.1% (n = 290,000); in the data active = inhibition above about 60%
# OXTR agonist: human OXTR agonists, primary screen, fluorescence, CHO-OTR cells, Fluo-8 calcium | Fluo-8 calcium fluorescence; normalized: DMSO 0%, oxytocin 100% | activation, % at 3 µM | actives 0.32% (n = 320,000) | AID 2435, 2010;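 active = activation above the mean of all tested compounds plus 3 SD, cutoff set per screening run, cut at about 20% in these data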;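 also: peak over basal fluorescence ratio from a 100 s FLIPR kinetic read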
# Target sequence (P30559 whole entry, looked up): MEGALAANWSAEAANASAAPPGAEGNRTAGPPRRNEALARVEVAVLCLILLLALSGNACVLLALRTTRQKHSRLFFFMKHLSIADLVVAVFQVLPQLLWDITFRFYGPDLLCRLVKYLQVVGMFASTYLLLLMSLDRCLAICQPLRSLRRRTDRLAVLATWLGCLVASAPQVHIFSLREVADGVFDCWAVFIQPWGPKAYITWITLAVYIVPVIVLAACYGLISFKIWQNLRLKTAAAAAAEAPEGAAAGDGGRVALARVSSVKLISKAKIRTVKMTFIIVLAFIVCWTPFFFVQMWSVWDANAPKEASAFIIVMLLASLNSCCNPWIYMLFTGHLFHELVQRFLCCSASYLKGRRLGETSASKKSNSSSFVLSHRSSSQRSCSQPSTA
# V1aR counter: agonists of human V1a receptor, primary screen, counter-screen for OXTR agonist project, fluorescence, CHO-V1R cells | activation, % at 3 µM | actives 0.25% (n = 320,000) | Vasopressin V1a receptor (Homo sapiens), P37288 | AID 2797, 2010 | Fluo-8 calcium fluorescence, agonist mode; 0% DMSO, 100% 3 nM vasopressin;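 active = activation above the mean activation of all tested compounds plus 3 SD, per screening run, cut at about 20% in these data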;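 also: signal is peak over basal fluorescence ratio across a 100 second FLIPR read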
# Active calls of the source: *; . = not tested or not shown; [ ] = dose if it differs, or a comment.
nr	structure	MEKK2wt PB1 HTS	MEKK3 PB1 HTS	GalR3 antagonist	NALP1 yeast inh	GPR7 antagonist
1	CN1CCN(S(=O)(=O)c2ccc(NC(=O)c3csc4ccccc34)cc2)CC1	120	105	.	1	1
2	CC1=C(C)Cc2c(OC(=O)c3ccccc3)ccc(OC(=O)c3ccccc3)c2C1	51	42*[inhibitor]	.	2	-15
3	Cc1ccc(C(=O)NCc2ccc3c(c2)OCO3)cc1S(=O)(=O)N1CCOCC1	104	107	3	18	-7
4	COc1ccc(Br)cc1S(=O)(=O)n1ccnc1	103	103	-4	17	0
5	COC(=O)C1=C(C)NC(=O)/C1=C\c1cc(C)n(-c2ccc(F)cc2)c1C	93	98	-4	6	-5
6	CC(C)CN(C(=O)COC(=O)C12CC3CC(CC(O)(C3)C1)C2)C1CCS(=O)(=O)C1 (configuration not stated)	0.0*[inhibitor]	0.0*[inhibitor]	-3	1	-9
7	Cc1cc(NC(=O)c2ccccc2)ccc1NC(=O)Cc1ccccc1	101	100	-7	0	-13
8	O=C(c1cc(-c2ccccc2O)on1)N1CCc2ccccc2C1	93	97	2	-12	-15

nr	MEKK2mut PB1 HTS	PHOSPHO1 inh	OXTR agonist	V1aR counter
1	11	-38	9.0	3.4
2	8	-40	0.1	1.5
3	10	29	1.8	8.9
4	3	-21	0.1	0.7
5	-4	12	-0.7	-0.4
6	-17	5	-0.4	1.6
7	2	14	1.3	0.6
8	-2	9	1.1	1.4

# Following part
nr	structure	MEKK2wt PB1 HTS	MEKK3 PB1 HTS	GalR3 antagonist	NALP1 yeast inh	GPR7 antagonist
9	COc1ccc(NC(=O)C2CCC(CNc3c(N4CCOCC4)c(=O)c3=O)CC2)cc1Cl (configuration not stated)	101	99	-6	.	-14
10	O=C(NC1CCCCCC1)C1CCN(S(=O)(=O)N2CCC3(CC2)OCCO3)CC1	97	96	-1	6	-10
11	CCC(C)(C)NC(=O)/C=C/c1ccccc1[N+](=O)[O-]	101	100	-5	12	-5
12	COc1cc(/C=N/NC(N)=S)ccc1OC(=O)c1ccc(C)cc1	91	100	-1	14	3
13	COCCCNC(=S)NC1CC2CCCC(C1)N2Cc1ccco1 (configuration not stated)	101	99	-1	32	-13
14	Cc1ccccc1OCCOc1cccc(/C=N/NC(=O)Cc2nnc(N)s2)c1	99	98	-2	-9	22
15	Cn1cccc1C1Nc2ccccc2NC2=C1C(=O)CC(C)(C)C2 (configuration not stated)	102	102	-1	9	0
16	O=C(N/N=C\c1cccnc1)c1ccc(Cl)s1	97	99	0	-3	-12

nr	MEKK2mut PB1 HTS	PHOSPHO1 inh	OXTR agonist	V1aR counter
9	2	27	0.1	0.2
10	4	52	1.0	0.2
11	0	20	-0.5	0.8
12	-3	15	2.0	5.7
13	0	-14	0.2	0.3
14	-5	1	1.1	5.2
15	5	29	-0.1	0.8
16	-1	28	.	.

# Other structures follow:
nr	structure	MEKK2wt PB1 HTS	MEKK3 PB1 HTS	GalR3 antagonist	NALP1 yeast inh	GPR7 antagonist
17	Nc1ccc2nc(CCc3ccccc3)[nH]c2c1	121	109	3	19	-4
18	Cn1c(=O)c2sccc2n2c(CCCC(=O)NCc3ccco3)nnc12	105	102	0	2	-13
19	c1ccc(-c2nc(-c3ccco3)n3ccccc23)cc1	58*[inhibitor]	92	-2	14	-9
20	CC(=O)/C(=N/Nc1ccccc1)Sc1nnc(CCc2ccccc2)n1-c1ccccc1	111	98	-9	-1	8
21	O=C(CSc1nnc(NC(=O)c2cccc(F)c2)s1)NCC1CCCO1 (configuration not stated)	98	101	-1	3	6
22	CC1CCCCN1C(=S)Nc1ccc2nc3n(c(=O)c2c1)CCCCC3 (configuration not stated)	109	104	3	48	-8
23	COc1cc(CC(=O)NCc2cccs2)cc(OC)c1OC	100	99	-2	11	10
24	c1ccc2c3c([nH]c2c1)CCNC3	126	104	-9	12	8

nr	MEKK2mut PB1 HTS	PHOSPHO1 inh	OXTR agonist	V1aR counter
17	32	-41	-0.3	1.0
18	2	-8	-0.8	1.0
19	-1	-5	0.7	0.8
20	10	-3	-1.7	-0.6
21	-3	37	-0.5	-0.4
22	-1	-12	0.7	0.7
23	-1	1	-0.2	0.0
24	16	0	0.0	0.0

# The listing continues:
nr	structure	MEKK2wt PB1 HTS	MEKK3 PB1 HTS	GalR3 antagonist	NALP1 yeast inh	GPR7 antagonist
25	COc1cc(C(=O)NCCOc2cccc(C)c2)c(Br)c(OC)c1OC	107	102	0	15	-13
26	CC(=O)Oc1ccc(/C=C(\NC(=O)c2ccco2)C(=O)NCc2ccco2)cc1	101	107	-8	3	21
27	C1CCN(CCCNC2C3CC4CC(C3)CC2C4)C1 (configuration not stated)	103	99	-8	24	3
28	Cc1cc(=O)oc2c(CN3CC(C)OC(C)C3)c(O)c(Cl)cc12 (configuration not stated)	103	101	0	33	-9
29	O=C1NC(=Nc2ccc(Cl)cc2)SC1Cc1cc(Cl)ccc1Cl (configuration not stated)	108	104	-2	-4	-5
30	Cc1ccccc1-c1nc(CS(=O)(=O)CC(=O)NC2CC2)c(C)o1	105	104	4	18	1
31	COC(=O)c1ccc(OC)c(CSc2nnc(COc3ccccc3)o2)c1	98	98	-7	14	13
32	CSCCCNC(=S)N(C)CC(=O)Nc1ccc(C)cc1	102	106	-8	23	1

nr	MEKK2mut PB1 HTS	PHOSPHO1 inh	OXTR agonist	V1aR counter
25	5	-10	-2.5	-0.4
26	0	19	1.0	0.9
27	14	1	0.3	-0.6
28	5	35	1.3	1.6
29	19	-9	-0.7	-0.3
30	3	22	1.1	1.2
31	-1	14	0.0	0.9
32	-2	-14	-1.1	0.1

# Next results.
nr	structure	MEKK2wt PB1 HTS	MEKK3 PB1 HTS	GalR3 antagonist	NALP1 yeast inh	GPR7 antagonist
33	COc1ccccc1NC(=O)CSc1nc2nccnc2c(=O)n1Cc1cccs1	98	97	-5	12	-9
34	COc1ccc(C(=O)NNS(=O)(=O)c2ccccc2)cc1	105	102	1	34	-1
35	CC(C)CC(=O)Nc1ccc(C(=O)Cn2nc(C(=O)O)c3ccccc3c2=O)cc1	98	91	-5	-3	-12
36	CC(C)=CC(=O)OCC(=O)Nc1ccc(Cl)cc1	101	103	-1	-35	-10
37	COc1ccccc1C(=O)NCCC(=O)N(C)Cc1ccc(C)o1	99	96	1	24	1
38	COCCCn1c(SCC(=O)NNC(=O)c2cccc(O)c2)nnc1-c1ccncc1	98	102	1	-7	-15
39	COC(=O)CSc1nnc(CNC(=O)c2ccccc2OC)n1C	105	102	-6	-5	-10
40	O=C(CCCCCN1C(=O)c2ccccc2C1=O)NCc1ccccn1	105	109	-4	0	-1

nr	MEKK2mut PB1 HTS	PHOSPHO1 inh	OXTR agonist	V1aR counter
33	5	29	2.8	2.8
34	15	-1	-1.1	-0.3
35	-5	9	1.9	1.8
36	-1	47	-0.3	-0.7
37	2	43	0.7	-0.5
38	-4	40	-0.3	-0.8
39	6	16	0.8	-0.2
40	11	-9	-0.1	-0.2

# Limited to NALP1 yeast inh, PHOSPHO1 inh and OXTR agonist, for two of the compounds above:
item	Compound	NALP1 yeast inh	PHOSPHO1 inh	OXTR agonist
6	CC(C)CN(C(=O)COC(=O)C12CC3CC(CC(O)(C3)C1)C2)C1CCS(=O)(=O)C1 (configuration not stated)	1	5	-0.4
33	COc1ccccc1NC(=O)CSc1nc2nccnc2c(=O)n1Cc1cccs1	12	29	2.8

# Other compounds follow.
nr	structure	MEKK2wt PB1 HTS	MEKK3 PB1 HTS	GalR3 antagonist	NALP1 yeast inh	GPR7 antagonist
41	CC(C)C[C@@H](CSc1ccccc1)N1CCN(CCc2ccccc2)CCC1=O	104	100	-5	10	0
42	O=C(Cc1cc(=O)oc2cc(O)ccc12)NCC1CCC(C(=O)O)CC1 (configuration not stated)	101	95	1	17	6
43	COc1ccc(OC2CCN(S(=O)(=O)c3cccc(F)c3)CC2)cc1	107	102	-8	-8	11
44	CCOC(=O)c1cccc(NC(=O)CCS(=O)(=O)c2ccc(Br)s2)c1	100	102	-6	-13	-2
45	Oc1c(Cl)cc(Cl)cc1CNc1nccs1	106	97	-12	9	-6
46	NS(=O)(=O)c1ccc(CNC(=O)/C=C/c2cccc(Cl)c2)cc1	105	104	-2	25	-5
47	CC1CCCN(C(=O)CSc2nnc(-c3ccncc3)n2C)C1 (configuration not stated)	94	91	-4	4	5
48	CNCc1cc(Cl)cc(OC)c1OC(C)C	98	100	2	-12	15

nr	MEKK2mut PB1 HTS	PHOSPHO1 inh	OXTR agonist	V1aR counter
41	6	-2	-1.7	0.3
42	0	0	-0.2	-0.2
43	1	-11	1.0	2.2
44	3	-14	-1.9	0.8
45	3	-1	1.0	1.2
46	5	-15	-0.2	-0.1
47	-2	-12	1.5	0.4
48	1	-6	.	.

# Gathered by group: those above containing an NH in an aromatic ring.
nr	structure	MEKK2wt PB1 HTS	MEKK3 PB1 HTS	GalR3 antagonist	NALP1 yeast inh	GPR7 antagonist
17	Nc1ccc2nc(CCc3ccccc3)[nH]c2c1	121	109	3	19	-4
24	c1ccc2c3c([nH]c2c1)CCNC3	126	104	-9	12	8

nr	MEKK2mut PB1 HTS	PHOSPHO1 inh	OXTR agonist	V1aR counter
17	32	-41	-0.3	1.0
24	16	0	0.0	0.0

# (further entries)
nr	structure	MEKK2wt PB1 HTS	MEKK3 PB1 HTS	GalR3 antagonist	NALP1 yeast inh	GPR7 antagonist
49	Cc1ccnc(SCC(=O)Nc2c(C)n(C)n(-c3ccccc3)c2=O)n1	106	106	-2	4	-4
50	COC(OC)c1ccc(C#N)c(=O)[nH]1	98	102	0	2	-3
51	COc1ccc(N2CCN(c3ncnc4c3[nH]c3ccccc34)CC2)cc1	105	106	-5	13	8
52	CCN(C1CCCCC1)S(=O)(=O)c1ccc(S(=O)(=O)NCc2ccncc2)cc1	106	108	16*	9	21*
53	CC1CC(C)CN(CCCNC(=O)c2ccc3c(c2)N(Cc2ccccc2)C(=O)c2ccccc2S3=O)C1 (configuration not stated)	145*	105	-11	10	35*
54	C=CCc1cccc(CNc2c(C)cc(C)cc2C)c1O	83	70*[inhibitor]	1	1	-2
55	O=C(N/N=C/c1ccc(-c2ccc(Br)cc2)o1)c1ccc2c(c1)OCO2	63	71	-7	1	20
56	Cc1oc2c(C)c3oc(=O)c(CC(=O)N[C@@H](CCCNC(N)=O)C(=O)O)c(C)c3cc2c1C	102	103	-10	3	-2
57	O=C(CCC1N=C2c3ccccc3N=C(SCC(=O)NCc3ccco3)N2C1=O)NCc1ccco1 (configuration not stated)	103	102	-4	11	-11
58	CCOC(=O)NC(=O)CSc1nnc(C2CC2)n1Cc1ccco1	90	100	-7	6	-1
59	CCc1noc(C)c1C(=O)Nc1nc(-c2ccc(Cl)cc2Cl)cs1	106	104	-4	15	-24

nr	MEKK2mut PB1 HTS	PHOSPHO1 inh	OXTR agonist	V1aR counter
49	-1	-3	0.4	0.3
50	-2	16	0.4	-0.4
51	8	-36	14	10
52	7	-9	19	12
53	10	7	8.8	4.2
54	-6	23	-0.3	1.2
55	-12	-6	0.6	-0.8
56	9	33	.	.
57	0	-27	-0.7	-0.5
58	-12	22	1.2	0.4
59	-1	-24	-0.1	4.0
